Assay outcomes: PubChem BioAssay, several laboratories
V1aR counter: V1a receptor agonism, counter-screen for OXTR agonists. P37288. CHO-V1R cells, Fluo-8 calcium fluorescence, agonist mode; 0% DMSO, 100% 3 nM vasopressin. activation, % at 3 µM. 0.25% of 320,000 active;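 active means activation above the mean activation of all tested compounds plus 3 SD, per screening run, cut at about 20% in these data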;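 further: signal is peak over basal fluorescence ratio across a 100 second FLIPR read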
NALP1 yeast inh: NALP1 inhibition; S. cerevisiae NALP1/ASC/caspase-1 growth, X-gal OD620, 72 h; inhibition, % at 10 µM; 0.61% of 280,000 active; in the data active means inhibition mostly above about 24%, no sharp cut-off; inactive means mostly below about 32%; further: some compounds called inactive have numbers as strong as hits
MEKK2mut PB1 HTS: signal of MEK5 binding to mutant human MEKK2 PB1 domain; 0.35% of 290,000 active; percent response, % at 10 µM; AID 1530; bead flow cytometry, Alexa488-MEK5 binding to MEKK2 mutant; in the data active means percent response above about 24%, passing the limit was not always enough; further: inactives centre near 1; some results filed as inactive read as strong as hits; reference of the scale not given here
MEKK3 PB1 HTS: MEKK3-MEK5 PB1 interaction, increase or decrease; Q99759; bead-based flow cytometry, Alexa488-MEK5 binding to MEKK3; actives lie on both sides; 0 = blocked by unlabeled MEK5, 100 = vehicle; binding response (% of control), % at 10 µM; 1.4% of 290,000 active;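 active means binding response more than 3 SD above or below the average of its plate-row segment, actives on both sides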;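 further: Alexa488 bead fluorescence after subtracting the streptavidin-only scavenger bead signal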
Target sequence (Q99759 whole entry, looked up): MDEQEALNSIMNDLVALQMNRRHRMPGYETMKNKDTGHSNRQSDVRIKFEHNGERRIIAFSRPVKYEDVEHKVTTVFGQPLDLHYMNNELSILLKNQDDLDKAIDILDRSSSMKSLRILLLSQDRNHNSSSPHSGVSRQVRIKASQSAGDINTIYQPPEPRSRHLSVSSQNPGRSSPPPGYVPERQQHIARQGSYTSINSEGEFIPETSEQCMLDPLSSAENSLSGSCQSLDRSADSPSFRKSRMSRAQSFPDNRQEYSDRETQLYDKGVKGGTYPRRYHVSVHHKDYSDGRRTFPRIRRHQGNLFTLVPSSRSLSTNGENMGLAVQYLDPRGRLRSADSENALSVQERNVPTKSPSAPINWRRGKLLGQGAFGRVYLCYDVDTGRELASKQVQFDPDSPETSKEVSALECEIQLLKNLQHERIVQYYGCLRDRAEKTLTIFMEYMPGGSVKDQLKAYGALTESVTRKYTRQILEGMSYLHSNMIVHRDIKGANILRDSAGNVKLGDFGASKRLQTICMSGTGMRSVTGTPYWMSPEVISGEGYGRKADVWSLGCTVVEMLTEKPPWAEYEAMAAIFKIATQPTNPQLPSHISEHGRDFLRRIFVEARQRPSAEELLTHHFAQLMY
OXTR ag: human OXTR agonism. P30559. CHO-OTR cells, Fluo-8 calcium fluorescence; normalized: DMSO 0%, oxytocin 100%. 0.32% of 320,000 active. activation, % at 3 µM;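 active means activation above the mean of all tested compounds plus 3 SD, cutoff set per screening run, cut at about 20% in these data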;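 further: peak over basal fluorescence ratio from a 100 s FLIPR kinetic read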
PHOSPHO1 block: PHOSPHO1 (human) inhibition. Q8TCT1. recombinant PHOSPHO1, absorbance phosphatase assay. inhibition, % at 13.3 µM. 1.1% of 290,000 active. AID 1565; in the data active means inhibition above about 60%
GalR3 antag: human GalR3 antagonism. 0.44% of 360,000 active. HEK293 GalR3-CNG cAMP membrane potential fluorescence; galR3 body fused to GalR1 C-terminus. AID 651719. O60755. inhibition, % at 3 µM;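 active means inhibition above the screen-wide average plus 3 SD, cut at about 13% in these data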;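 further: forskolin and galanin both at EC90 stimulate the cells; cAMP rise reported by CNG channel membrane potential dye signal; 0% = forskolin plus galanin with DMSO and 100% = forskolin alone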
Target sequence (O60755 1-299 limits assumed): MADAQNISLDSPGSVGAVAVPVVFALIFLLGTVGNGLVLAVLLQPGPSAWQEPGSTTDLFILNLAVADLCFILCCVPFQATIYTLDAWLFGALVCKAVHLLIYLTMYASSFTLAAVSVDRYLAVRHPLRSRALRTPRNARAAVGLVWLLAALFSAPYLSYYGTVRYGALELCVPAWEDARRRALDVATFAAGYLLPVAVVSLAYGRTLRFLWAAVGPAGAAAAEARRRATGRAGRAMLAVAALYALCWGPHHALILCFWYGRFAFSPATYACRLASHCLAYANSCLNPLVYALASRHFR
MEKK2wt PB1 HTS: raises or lowers MEK5 binding to wildtype human MEKK2 PB1 domain; bead flow cytometry, Alexa488-MEK5 binding to MEKK2 WT; actives lie on both sides; binding response (% of control), % at 10 µM; 1.1% of 290,000 active; AID 1531; in the data active means binding response below about 67% or above about 130%
GPR7 antagonist: human neuropeptides B/W receptor 1 antagonism. AID 1861. 1.1% of 290,000 active. GPR7-expressing cells, fluorescence antagonist assay. P48145. inhibition, % at 4.4 µM; in the data active means inhibition above about 16%, passing the limit was not always enough;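 further: cells stimulated with the agonist NPW; 0% = agonist with vehicle and 100% = vehicle without agonist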
Numbers without * were called inactive.

Results for CSc1nc(-c2ccc(Cl)cc2)nc(N)c1C#N ?
V1aR counter: 1.0; MEKK2mut PB1 HTS: 1; MEKK3 PB1 HTS: 103; OXTR ag: -1.1; PHOSPHO1 block: 13; GalR3 antag: 0; MEKK2wt PB1 HTS: 102; GPR7 antagonist: -6

What do the screens show for `CCN1CCN(C(=O)CCn2c(=O)c3cccn3c3cccnc32)CC1`?
V1aR counter: 0.1; NALP1 yeast inh: 30; MEKK2mut PB1 HTS: 1; MEKK3 PB1 HTS: 102; OXTR ag: 0.7; PHOSPHO1 block: 1; GalR3 antag: -8; MEKK2wt PB1 HTS: 101; GPR7 antagonist: -6

Results for CC1(CCc2ccc(O)cc2)NC(=O)NC1=O (configuration not stated) ?
V1aR counter: 0.9; NALP1 yeast inh: 9; MEKK2mut PB1 HTS: -2; MEKK3 PB1 HTS: 98; OXTR ag: 1.1; PHOSPHO1 block: 0; GalR3 antag: -5; MEKK2wt PB1 HTS: 96; GPR7 antagonist: -12

What do the screens show for `O=C(NCCSC1CCCCC1)c1ccccc1`?
V1aR counter: -1.1; NALP1 yeast inh: 2; MEKK2mut PB1 HTS: 0; MEKK3 PB1 HTS: 101; OXTR ag: -1.9; PHOSPHO1 block: -14; GalR3 antag: -6; MEKK2wt PB1 HTS: 100; GPR7 antagonist: -3

How did O=C(CCN1C(=O)/C(=C/c2ccc3c(c2)OCO3)SC1=S)Nc1cccc(C(=O)O)c1 do in these assays?
V1aR counter: 0.3; NALP1 yeast inh: 5; MEKK2mut PB1 HTS: 1; MEKK3 PB1 HTS: 102; OXTR ag: -0.6; PHOSPHO1 block: 51; GalR3 antag: -7; MEKK2wt PB1 HTS: 100; GPR7 antagonist: -4

What do the screens show for `CC(C(=O)N(C)C1CCS(=O)(=O)C1)N1C(=O)/C(=C/c2ccc(F)cc2)SC1=S` (configuration not stated)?
V1aR counter: 6.3; NALP1 yeast inh: -8; MEKK2mut PB1 HTS: 0; MEKK3 PB1 HTS: 96; OXTR ag: 7.3; PHOSPHO1 block: 38; GalR3 antag: 0; MEKK2wt PB1 HTS: 94; GPR7 antagonist: -1

Results for Cc1ccc(S(=O)(=O)NCCC(=O)OCn2nnc3ccccc3c2=O)cc1 ?
V1aR counter: 1.1; NALP1 yeast inh: 10; MEKK2mut PB1 HTS: -4; MEKK3 PB1 HTS: 96; OXTR ag: -0.3; PHOSPHO1 block: 34; GalR3 antag: -4; MEKK2wt PB1 HTS: 97; GPR7 antagonist: 8

How did COc1ccc(C2C(C(C)=O)=C(O)C(=O)N2CCc2c[nH]c3ccccc23)cc1OC (configuration not stated) do in these assays?
V1aR counter: 1.3; NALP1 yeast inh: -3; MEKK2mut PB1 HTS: 3; MEKK3 PB1 HTS: 101; OXTR ag: 1.1; PHOSPHO1 block: 21; GalR3 antag: -5; MEKK2wt PB1 HTS: 106; GPR7 antagonist: -1

What do the screens show for `N=c1sccn1CC(=O)Nc1ccc(SC(F)F)cc1`?
V1aR counter: 2.3; NALP1 yeast inh: 25; MEKK2mut PB1 HTS: -4; MEKK3 PB1 HTS: 84; OXTR ag: 2.6; PHOSPHO1 block: -2; GalR3 antag: -3; MEKK2wt PB1 HTS: 95; GPR7 antagonist: 1

How did Cc1ccc(NC(=S)NCC23C=CC(O2)C2C(=O)N(c4ccc(C)cc4)C(=O)C23)cc1 (configuration not stated) do in these assays?
V1aR counter: 0.3; NALP1 yeast inh: 26; MEKK2mut PB1 HTS: -2; MEKK3 PB1 HTS: 98; OXTR ag: -1.4; PHOSPHO1 block: 28; GalR3 antag: 4; MEKK2wt PB1 HTS: 90; GPR7 antagonist: -2

How did CC(=O)c1ccc(Nc2c3c(nc4ccccc24)CCCC3)cc1 do in these assays?
V1aR counter: -1.8; NALP1 yeast inh: 5; MEKK2mut PB1 HTS: -2; MEKK3 PB1 HTS: 102; OXTR ag: -0.2; PHOSPHO1 block: 6; GalR3 antag: -9; MEKK2wt PB1 HTS: 100; GPR7 antagonist: -2

What do the screens show for `COc1ccc(CNC(=O)c2cccc(S(=O)(=O)N3CCN(C)CC3)c2)cc1`?
V1aR counter: 0.4; NALP1 yeast inh: 8; MEKK2mut PB1 HTS: -6; MEKK3 PB1 HTS: 95; OXTR ag: -1.1; PHOSPHO1 block: 2; GalR3 antag: -5; MEKK2wt PB1 HTS: 92; GPR7 antagonist: -3

Results for Cc1ccc(CN2C(=O)c3ccccc3NC23CCN(Cc2ccccc2)CC3)cc1 ?
V1aR counter: -0.1; NALP1 yeast inh: 1; MEKK2mut PB1 HTS: -9; MEKK3 PB1 HTS: 93; OXTR ag: -1.1; PHOSPHO1 block: 52; GalR3 antag: -6; MEKK2wt PB1 HTS: 120; GPR7 antagonist: -5

What do the screens show for `Fc1ccc2nc(C3CCN(Cc4nc(CC5CC5)no4)CC3)[nH]c2c1`?
V1aR counter: -0.5; NALP1 yeast inh: 8; MEKK2mut PB1 HTS: -5; MEKK3 PB1 HTS: 89; OXTR ag: -0.1; PHOSPHO1 block: 5; GalR3 antag: -2; MEKK2wt PB1 HTS: 92; GPR7 antagonist: -8

What do the screens show for `COc1ccc2nc(SCC(=O)Nc3ccc(S(=O)(=O)Nc4nccc(C)n4)cc3)[nH]c2c1`?
V1aR counter: 0.3; NALP1 yeast inh: -3; MEKK2mut PB1 HTS: -1; MEKK3 PB1 HTS: 96; OXTR ag: 0.8; PHOSPHO1 block: -13; GalR3 antag: -5; MEKK2wt PB1 HTS: 94; GPR7 antagonist: 0

What do the screens show for `CCCOc1ccc(S(=O)(=O)n2cc(F)c(=O)[nH]c2=O)cc1`?
V1aR counter: 2.2; NALP1 yeast inh: 19; MEKK2mut PB1 HTS: -5; MEKK3 PB1 HTS: 101; OXTR ag: 2.5; PHOSPHO1 block: -8; GalR3 antag: -2; MEKK2wt PB1 HTS: 89; GPR7 antagonist: 11

Results for COc1ccc(C[C@H]2CN3C(=NC[C@H]3C)N2CCNC(=O)CCC2CCCCC2)cc1 ?
V1aR counter: -0.2; NALP1 yeast inh: 12; MEKK2mut PB1 HTS: 6; MEKK3 PB1 HTS: 99; OXTR ag: -0.7; PHOSPHO1 block: 18; GalR3 antag: 0; MEKK2wt PB1 HTS: 110; GPR7 antagonist: -3

Results for OC(COc1ccc(Cl)c2ccccc12)CN1CCN(c2ccccn2)CC1 (configuration not stated) ?
V1aR counter: 4.7; NALP1 yeast inh: 28; MEKK2mut PB1 HTS: 6; MEKK3 PB1 HTS: 107; OXTR ag: 7.0; PHOSPHO1 block: 2; GalR3 antag: -7; MEKK2wt PB1 HTS: 121; GPR7 antagonist: -3

How did COCCNC(C(=O)Nc1ccc(C)cc1[N+](=O)[O-])c1ccccc1 (configuration not stated) do in these assays?
V1aR counter: 0.5; NALP1 yeast inh: 1; MEKK2mut PB1 HTS: -2; MEKK3 PB1 HTS: 111; OXTR ag: 0.6; PHOSPHO1 block: -3; GalR3 antag: -2; MEKK2wt PB1 HTS: 100; GPR7 antagonist: 6

How did Cc1cc(C)n(CC(=O)n2c3ccccc3c3ccccc32)n1 do in these assays?
V1aR counter: -0.5; NALP1 yeast inh: 10; MEKK2mut PB1 HTS: 0; MEKK3 PB1 HTS: 102; OXTR ag: -1.6; PHOSPHO1 block: -18; GalR3 antag: 1; MEKK2wt PB1 HTS: 101; GPR7 antagonist: -7

How did CCOc1c2ccc(C(=O)NCc3ccc4c(c3)OCO4)cc2nn1C do in these assays?
V1aR counter: 0.4; NALP1 yeast inh: 30; MEKK2mut PB1 HTS: -2; MEKK3 PB1 HTS: 101; OXTR ag: 0.0; PHOSPHO1 block: 26; GalR3 antag: -5; MEKK2wt PB1 HTS: 100; GPR7 antagonist: -1

Results for Cc1[nH]cnc1CSCc1ccc(F)cc1 ?
V1aR counter: 2.5; NALP1 yeast inh: 41; MEKK2mut PB1 HTS: -2; MEKK3 PB1 HTS: 98; OXTR ag: 2.6; PHOSPHO1 block: -16; GalR3 antag: -9; MEKK2wt PB1 HTS: 99; GPR7 antagonist: -5

Results for Cc1ccc2c(c1)C(=O)CC(O)(C(F)F)O2 (configuration not stated) ?
V1aR counter: -1.1; NALP1 yeast inh: 21; MEKK2mut PB1 HTS: -3; MEKK3 PB1 HTS: 99; OXTR ag: -0.4; PHOSPHO1 block: 20; GalR3 antag: -7; MEKK2wt PB1 HTS: 96; GPR7 antagonist: -5

How did COC(=O)C1=C(C)N(CC2CC2)C(=O)N[C@H]1c1ccccc1 do in these assays?
V1aR counter: -0.2; MEKK2mut PB1 HTS: -4; MEKK3 PB1 HTS: 101; OXTR ag: 1.4; GalR3 antag: -7; MEKK2wt PB1 HTS: 95

What do the screens show for `COc1cc(NC(=O)c2cccs2)c(C(=O)OCC(=O)NC(=O)NCc2ccccc2)cc1OC`?
V1aR counter: -1.1; NALP1 yeast inh: -4; MEKK2mut PB1 HTS: 2; MEKK3 PB1 HTS: 100; OXTR ag: -0.9; PHOSPHO1 block: 12; GalR3 antag: -1; MEKK2wt PB1 HTS: 99; GPR7 antagonist: -6

How did CC(C)c1c(C(=O)N/N=C/C=C/c2ccccc2)nnn1-c1nonc1N do in these assays?
V1aR counter: 7.4; NALP1 yeast inh: 0; MEKK2mut PB1 HTS: 3; MEKK3 PB1 HTS: 101; OXTR ag: 12; PHOSPHO1 block: 33; GalR3 antag: 0; MEKK2wt PB1 HTS: 104; GPR7 antagonist: 6

What do the screens show for `O=C(O)c1ccc(-n2nnnc2SCc2cccc(Br)c2)cc1`?
V1aR counter: 4.1; NALP1 yeast inh: 4; MEKK2mut PB1 HTS: 2; MEKK3 PB1 HTS: 100; OXTR ag: 2.9; PHOSPHO1 block: 18; GalR3 antag: -10; MEKK2wt PB1 HTS: 104; GPR7 antagonist: 0

What do the screens show for `CCCC(=O)Nc1cc2c3c(c1)CCN3C(=O)CC2`?
V1aR counter: 0.7; NALP1 yeast inh: 20; MEKK2mut PB1 HTS: -2; MEKK3 PB1 HTS: 101; OXTR ag: 0.0; PHOSPHO1 block: 18; GalR3 antag: -1; MEKK2wt PB1 HTS: 101; GPR7 antagonist: -3

How did Cc1c(C(=O)C(=O)N2CCCc3ccccc32)c2ccccc2n1C do in these assays?
V1aR counter: 0.8; NALP1 yeast inh: 2; MEKK2mut PB1 HTS: 3; MEKK3 PB1 HTS: 102; OXTR ag: -0.7; PHOSPHO1 block: -21; GalR3 antag: 1; MEKK2wt PB1 HTS: 94; GPR7 antagonist: -7

Hits appear at their usual frequency (roughly 5.4% active in at least one column).
